hiPSC survival: hiPSC single-cell survival enhancement | ATPlite luminescence; 100% = ROCK inhibitor wells, 0% = DMSO | survival enhancement, % at 20 µM | actives 0.044% (n = 360,000) | AID 602274; in the data active = survival enhancement above about 18%;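 also: cells exposed to compounds for 16 hours before the ATP read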
Peg3 promoter: Peg3 promoter activity inhibition | HeLa PEG-Prom luciferase reporter, luminescence, overnight | inhibition, % at 20 µM | actives 1.7% (n = 360,000) | AID 588405;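 active = inhibition of at least 50% at 20 µM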
H9c2 protect: myocardial damage modulation in H9c2 cells; H9c2 cardiomyocytes, H2O2 injury protection, ATPLite, 2 h; protection from H2O2 cell death, % at 20 µM; actives 0.63% (n = 360,000);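 active = compounds giving at least 50% protection of heart cells from peroxide-induced death in the single-dose screen, raw or plate-pattern-corrected value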;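 also: 0% = DMSO wells with peroxide and 100% = DMSO wells without peroxide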
NR2E3 ag-1: agonists of human nuclear receptor NR2E3 | Q9Y5X4 | GST-NR2E3/biotin-RetCOR TR-FRET, 1536-well | inhibition of corepressor binding, % at 4.78 µM | actives 0.12% (n = 320,000) | AID 2300;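 active = percent inhibition above the cutoff of mean plus 3 SD of all tested compounds, set per screening campaign, cut at about 20% in these data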;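 also: 0% = DMSO wells and 100% = biotin wells as full block of FRET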
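Format: 1536-well format; test system: GST-NR2E3 and biotin-RetCOR proteins; read-out basis: percent inhibition of TR-FRET ratio; timing: 5 h incubation at 4 °C; detection: time-resolved FRET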
HIF-2a inh: HIF-2a inhibition; 786-0 RCC cells HIF-2a reporter, luciferase luminescence, overnight; inhibition, % at 18.8 µM; actives 0.72% (n = 360,000); AID 624352;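 active = inhibition of the luminescence signal of 40% or more relative to plate controls, in a single-dose primary screen at 18.75 µM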
TRPM1 prom inh: reduces MITF-dependent TRPM1 promoter luciferase signal; AID 488899; SK-MEL-5 TRPM1 promoter luciferase, 24 h; actives 0.83% (n = 330,000); inhibition, % at 12.5 µM;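 active = mean inhibition across replicates of 60% or more, whatever share of single replicates reaches that level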; also: values of inactives mirror those of a sister screen read the other way
m5-HT2A agonist: activates the mouse 5-HT2A serotonin receptor; CHO-K1 mHTR2A beta-arrestin complementation, luminescence; percent of 30 µM serotonin response; P35363; actives 0.66% (n = 360,000); activation, % at 7.6 µM;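 active = activation above a run cutoff, the mean activation of all tested compounds plus 3 SD, cut at about 14% in these data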;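 also: 0% = plate median of compound wells and 100% = 30 µM serotonin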
Target sequence (P35363 whole entry, looked up): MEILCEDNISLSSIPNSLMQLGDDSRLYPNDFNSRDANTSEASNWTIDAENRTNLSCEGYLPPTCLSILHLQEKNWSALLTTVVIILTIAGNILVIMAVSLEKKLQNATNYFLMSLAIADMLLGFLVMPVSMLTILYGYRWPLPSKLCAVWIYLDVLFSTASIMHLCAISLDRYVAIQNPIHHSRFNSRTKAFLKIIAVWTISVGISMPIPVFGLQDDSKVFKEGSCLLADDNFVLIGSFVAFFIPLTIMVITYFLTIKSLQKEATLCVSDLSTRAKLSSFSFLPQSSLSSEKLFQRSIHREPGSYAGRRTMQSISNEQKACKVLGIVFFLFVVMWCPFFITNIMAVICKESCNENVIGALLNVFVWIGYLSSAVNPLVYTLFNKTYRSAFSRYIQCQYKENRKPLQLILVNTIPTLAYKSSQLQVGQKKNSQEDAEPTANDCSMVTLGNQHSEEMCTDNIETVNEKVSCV
NR2E3 ag-2: activates human NR2E3 receptor; Q9Y5X4; CHO-S Gal4-NCOR/VP16-NR2E3 two-hybrid, luciferase; inhibition of corepressor binding, % at 3.98 µM; actives 0.35% (n = 360,000); AID 602229;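 active = inhibition above the mean of all tested compounds plus 3 SD, cut at about 70% in these data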;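 also: 0% = DMSO with NR2E3 transfected cells and 100% = cells lacking NR2E3 construct; higher means lower luciferase signal from less NR2E3 corepressor binding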
CaV13 FRET inh: Disruptors of the CACNA1D IQ motif to Ca2+-dependent inactivation inhibitor domain association, primary screening, Förster resonance energy transfer in intact living …; HEK cells, CFP/YFP FRET ICDI-IQ, plate reader, 10 min; percent FRET-ratio fall versus neutral wells; inhibition, % at 12.3 µM; actives 0.098% (n = 340,000); AID 743397;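 active = mean replicate inhibition of at least 30% and at least 1% of replicates passing that level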;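 also: 0% = median of the neutral control wells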
Shn3 inh set2: inhibitors of Schnurri-3 3'UTR reporter in osteoblasts; actives 0.52% (n = 360,000); inhibition, % at 12.5 µM; Clone20 osteoblast Shn3 3'UTR firefly luciferase, 24 h;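 active = mean inhibition of at least 75% with every replicate also reaching 75%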;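 also: 0% = median of neutral control wells and 100% = pilot-screen positive control compound; some compounds past the cut are filed as inactive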
PDI inh: PDI (human) enzyme inhibition | P07237 | PDI insulin aggregation turbidity, A650, 90 min | inhibition, % at 10 µM | actives 0.052% (n = 350,000) | AID 588391;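 active = mean inhibition across replicates of 30% or more, whatever share of single replicates reach that level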;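 also: absorbance from insulin aggregation driven by PDI reduction with DTT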
Target sequence (P07237 whole entry, looked up): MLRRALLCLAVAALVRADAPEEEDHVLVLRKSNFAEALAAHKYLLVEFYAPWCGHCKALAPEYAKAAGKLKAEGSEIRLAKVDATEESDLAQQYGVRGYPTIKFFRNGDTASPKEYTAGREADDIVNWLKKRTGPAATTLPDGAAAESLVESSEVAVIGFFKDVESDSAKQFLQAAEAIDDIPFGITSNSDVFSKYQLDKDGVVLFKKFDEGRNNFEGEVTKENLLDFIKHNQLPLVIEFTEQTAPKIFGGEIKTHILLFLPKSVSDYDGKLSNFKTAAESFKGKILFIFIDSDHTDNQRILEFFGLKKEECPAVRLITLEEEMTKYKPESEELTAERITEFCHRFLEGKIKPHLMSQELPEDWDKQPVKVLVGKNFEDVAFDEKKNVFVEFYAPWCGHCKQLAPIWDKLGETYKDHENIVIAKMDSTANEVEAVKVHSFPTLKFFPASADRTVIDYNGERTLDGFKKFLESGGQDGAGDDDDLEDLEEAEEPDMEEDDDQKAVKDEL
Numbers without * were called inactive; / = no result given; & = joins results of further samples. Hits appear at their usual frequency; any-hit rate near 3.9%.

SMILES	hiPSC survival	Peg3 promoter	H9c2 protect	NR2E3 ag-1	HIF-2a inh	TRPM1 prom inh	m5-HT2A agonist	NR2E3 ag-2	CaV13 FRET inh	Shn3 inh set2	PDI inh
CCN(CC)CCn1c2c(c(SCC(=O)NCc3ccccc3)nc1=O)CCC2	-0.3	6	4	-6	17	-4	10	-1	-5	2	-1
Cc1cccc(OCCn2ccnc2)c1C	0.0	20	7	/	25	4	5	-9	-4	11	-3
Cc1ccc(F)cc1NC(=O)N1CCN(c2ccnc3cc(Cl)ccc23)CC1	-0.3	18	2	1	16	-1	-5	-4	-4	/	3
CCC1CCc2sc(C(=O)NNC(=S)NCC3CCCO3)cc2C1 (configuration not stated)	-0.7	-36	-10	1	-33	-7	-3	-19	-7	0	0
CC1CN(C(=O)c2ccccc2)C(=Nc2cccc(S(=O)(=O)N(C)C)c2)S1 (configuration not stated)	-2.5	-7	4	-3	-18	0	-4	-15	-4	4	-5
CCOC(=O)CNC(=O)CSc1nc(Cc2ccccc2)nc2ccccc12	-0.3	1	1	-2	16	12	-2	0	-2	6	1
C=C(C)[C@@H]1CC[C@]2(C(=O)O)CC[C@]3(C)[C@H](CC[C@@H]4[C@@]5(C)CC[C@H](O)C(C)(C)[C@@H]5CC[C@]43C)[C@@H]12	-1.6	54*	-2	-2	4	5	-2	-2	-6	-2	-2
Fc1ccc2[nH]c3c(NCCN4CCOCC4)ncnc3c2c1	1.6	12	-19	3	4	13	-1	32	/	78	4
NC(=O)c1nsc(C(=O)N(c2ccc(F)cc2)C(C(=O)NCC2CCCO2)c2ccc3ncccc3c2)c1N (configuration not stated)	-0.4	14	10	-1	17	9	4	-19	-7	5	0
CCN(CC)S(=O)(=O)c1ccc(-c2cn3cc(Cl)ccc3n2)cc1	-0.3	-48	-1	-1	-118	-28	-4	-42	-4	-28	1
COc1ccccc1NC(=O)N(C)C[C@@H]1OCc2ccccc2-c2c(n(C)c3ccccc23)C(=O)N([C@H](C)CO)C[C@@H]1C	0.0	15	-12	/	4	/	3	-9	-5	4	6
CCn1cc(S(=O)(=O)NCc2ccc3c(c2)OCO3)cn1	-0.4	-2	1	0	9	8	1	-23	-6	13	9
O=c1[nH]c(=O)n(C2CC(O)C(CO)O2)cc1I (configuration not stated)	2.4	-8	44	/	2	-8	12	-4	-7	9	-1
CCc1cc2c(=O)c(-c3nc4ccccc4n3C)coc2c(CN2CCN(C)CC2)c1O	-1.7	13	5	2	23	2	2	-21	/	6&0	2
O=C1COc2ccc(NC(=O)N3CCN(c4ccc(F)cc4)CC3)cc2N1	-1.5	-5	-6	-2	18	-8	-8	-9	-6	40	-6
CCO[C@@H]1OC(C(=O)N2CCCCCCC2)=C[C@H](c2csc3ccccc23)[C@H]1CCCO	0.5	12	-1	5	21	4	1	20	-6	8	2
CCS(=O)(=O)N1CCCC(C(=O)NCc2cccnc2)C1 (configuration not stated)	2.5	-3	6	2	14	0	2	-18	/	-8	1
CCOc1cc(C(=O)N(C)Cc2cc3cc(OC)ccc3[nH]c2=O)cc(OCC)c1OCC	-0.6	4	5	1	7	-10	1	6	/	4	-8
COc1ccc(C2=CC3=C(Br)C(=O)C(C)(OC(=O)c4cccs4)C(=O)C3=CO2)cc1 (configuration not stated)	-1.3	-85	7	0	-68	-29	3	-25	-11	-69	-1
O=C(/C=C/c1ccc([N+](=O)[O-])cc1)NCCc1ccc(F)cc1	-1.8	3	-13	3	1	5	-3	-14	-17	-28	-3
CC(=O)n1cc(/C=N/NC(=O)c2ccccc2O)c2ccccc21	-0.1	-109	10	0	-162	-47	-4	-48	-4	-69	-2
O=C(CSc1nnc(CNC(=O)c2ccc(F)cc2)o1)NCCc1ccccc1	-0.5	8	-2	2	8	2	4	9	-6	12	2
O=C(NCCc1cccs1)C1CC(c2cccc(F)c2)=NO1 (configuration not stated)	-1.9	-9	0	0	9	-4	-7	-14	-11	-15	-7
CCN(CC(=O)Nc1ccc(NC(C)=O)cc1)C(=O)c1oc2ccccc2c1C	-0.4	2	1	4	10	8	2	18	-7	2	4
CC(C)N(CC(=O)Nc1ccc(Cl)cc1C(F)(F)F)C(=O)CCl	-0.3	65*	-14	2	18	10	8	-4	-3	-95	4
Following part
SMILES	hiPSC survival	Peg3 promoter	H9c2 protect	NR2E3 ag-1	HIF-2a inh	TRPM1 prom inh	m5-HT2A agonist	NR2E3 ag-2	CaV13 FRET inh	Shn3 inh set2	PDI inh
O=C1CC(C(=O)N(c2cccc(F)c2)C(C(=O)NC2CCCC2)c2ccccn2)CS1 (configuration not stated)	1.7	-2	6	2	-18	2	0	-15	-5	10	-5
O=C(O)C1CCN(S(=O)(=O)c2ccc(Oc3ccccc3)cc2)CC1	4.4	2	-2	3	15	6	-3	-16	/	-5	-5
CCOc1ccc(NS(=O)(=O)c2cc(OCC(N)=O)c(C)cc2Cl)cc1	-0.7	1	-5	4	14	-7	0	5	-19	8	4
CC(C)Nc1ncnc2c1ncn2[C@H]1CN(Cc2cccs2)C[C@@H](CO)O1	1.0	3	4	/	3	/	6	14	-10	2	-3
CCc1nnc(NC(=O)c2c(O)c3c([nH]c2=O)CCCC3)s1	0.1	-71	0	7	-63	-5	-1	-9	-5	4	4
CNC(=O)OCc1nc(SC2CCCCO2)n(C)c1COC(=O)NC (configuration not stated)	1.4	4	-2	/	5	/	5	-12	-4	13	/
COc1ccccc1NC(=O)Nc1sccc1-c1nc2ccccc2s1	-0.5	-1	5	6	-24	/	3	-9	-4	-3	6
Cc1cc(C(F)(F)F)nn1Cc1ccc(C(=O)NCc2ccco2)o1	0.4	-4	20	-3	15	4	2	-3	/	3	1
COc1ccc(/C=C2\CCCC3C2=NN(C(=O)c2scnc2C)C3c2ccc(OC)c(OC)c2)cc1OC (configuration not stated)	-1.7	5	-4	1	21	16	3	-1	-8	22	-17
COc1ccccc1C1(CC(=O)O)CCOC(C(C)C)C1 (configuration not stated)	4.9	9	2	-3	10	9	0	-10	-6	-15	5
O=C(CSc1nnc(NC2CC2)s1)Nc1ccc(N2CCOCC2)cc1	-4.0	-7	-2	2	-9	-1	4	-22	-6	-10	6
Cc1ccc([N+](=O)[O-])cc1N=Cc1ccc(Br)s1	-1.0	0	2	-1	15	10	1	-14	-6	3	6
CC1CCN(CCCNC(=O)c2ccc(CS(=O)(=O)Cc3ccccc3F)o2)CC1	1.8	10	15	/	1	-9	2	-21	/	-5	9
CC(C)CC1NC(=O)N(CC(=O)Nc2ccc(-c3ccccc3)cc2)C1=O (configuration not stated)	2.7	-20	-11	2	-63	-24	3	-48	-2	-13	0
Cc1cc(Nc2cccc(F)c2)n2ncnc2n1	-0.3	1	1	-1	2	-4	-4	8	-2	-7	/
Cc1ccc(CCNS(=O)(=O)c2cc3c(cc2C)n(C)c(=O)c(=O)n3C)cc1	0.2	4	-23	-1	9	2	1	7	-5	42	/
COc1cc2c(cc1OC)C(=O)C(c1ccc3c(c1)OCO3)CC2 (configuration not stated)	0.1	-15	-8	/	-27	/	-1	6	-8	5	-10
C=CCn1c(CSCc2ccc(Cl)cc2)nnc1SCC(=O)NCc1ccccc1	5.9	7	9	0	14	-3	3	-6	-5	18	8
CC(NC(=O)CCn1ccc2cc(S(=O)(=O)N3CCCC3)ccc21)c1ccccc1 (configuration not stated)	-0.4	2	-3	-5	5	1	-5	-29	-15	6	4
Cc1ccc2sc(-c3ccc(NC(=O)c4cc(-n5cnnc5)ccc4Cl)cc3)nc2c1	-0.1	-273	-8	1	-292	-37	-2	-133	-5	-32	-6
COc1ccc(CC(=O)OC(C)C(=O)NC2CCCCC2C)cc1 (configuration not stated)	2.4	5	-3	/	8	-2	3	2	-6	2	3
COc1ccc(C(CNC(=O)c2ccco2)N2CCCC2)cc1 (configuration not stated)	-0.4	-129	6	2	-105	-49	-5	-40	-7	-88	1
CCCCCn1c(CN2CCN(C)CC2)nc2c1c(=O)n(C)c(=O)n2C	-1.5	-6	4	3	-9	/	0	-35	-3	0	/
COc1cccc(CN(C)C(=O)c2ccc(Oc3ccccc3)cc2)c1OC	-0.4	2	-11	0	12	-4	0	2	-7	17	5
O=C(O)c1ccc(N2C(=O)CC(N3CCN(c4ccc(Cl)cc4)CC3)C2=O)cc1 (configuration not stated)	-0.4	3	2	3	13	-6	1	-1	-20	1	-15
Other entries
SMILES	hiPSC survival	Peg3 promoter	H9c2 protect	NR2E3 ag-1	HIF-2a inh	TRPM1 prom inh	m5-HT2A agonist	NR2E3 ag-2	CaV13 FRET inh	Shn3 inh set2	PDI inh
CCCCc1cc(=O)oc2cc(C)cc(OC(C)C(=O)NCc3ccncc3)c12 (configuration not stated)	-0.1	14	13	2	1	5	6	7	-14	10	1
COC(=O)[C@H](Cc1ccccc1)NC(=O)Cn1cnc2c(NCc3ccccc3)ncnc21	4.5	18	6	/	19	10	3	-3	-8	5	-4
COc1cc([N+](=O)[O-])ccc1NC(=O)CCCOc1cc(C)ccc1C	3.1	5	6	2	8	0	7	-6	-3	-4	-13
CNC(=O)COc1ccc(-c2nn(C)c(=O)c3ccccc23)cc1	-0.9	-4	6	-5	4	-5	4	7	-5	6	-6
O=C(Cc1cccs1)N1CCCC(c2nc3c(nnn3Cc3ccccc3Cl)c(=O)[nH]2)C1 (configuration not stated)	1.1	26	5	0	3	-1	-2	-4	-5	9	4
CCN(CC)CCCn1c(SCC(=O)Nc2cccc(F)c2)nnc1-c1ccoc1C	-0.7	10	0	2	8	-14	-3	-9	-6	-14	1
COc1cc(OC)cc(C(=O)NNC(=O)CCC(=O)c2cccs2)c1	-0.5	2	0	0	12	7	1	-2	-6	-25	-2
COC(=O)c1ccc(NS(=O)(=O)c2ccc(SC)cc2)cc1	-1.1	10	-10	3	-25	-16	3	8	-8	5	0
COCCOCC(O)CN1CCN(c2ccc(C)cc2)CC1 (configuration not stated)	-1.1	9	-5	2	-4	-4	-6	-24	-2	5	-3
COc1ccc(S(=O)(=O)N(C)CC(=O)N2CCCC2)cc1Cl	0.7	-3	6	0	6	-1	2	0	-6	3	6
CCOc1cccc(C2C(C#N)=C(N)Oc3cc(C)[nH]c(=O)c32)c1OCC (configuration not stated)	-0.7	8	-20	0	5	4	3	-22	-13	2	-1

A second format for some results above:
Molecule | hiPSC survival | Peg3 promoter | H9c2 protect | NR2E3 ag-1 | HIF-2a inh | TRPM1 prom inh | m5-HT2A agonist | NR2E3 ag-2 | CaV13 FRET inh | Shn3 inh set2 | PDI inh
COc1cc([N+](=O)[O-])ccc1NC(=O)CCCOc1cc(C)ccc1C | 3.1 | 5 | 6 | 2 | 8 | 0 | 7 | -6 | -3 | -4 | -13
CNC(=O)COc1ccc(-c2nn(C)c(=O)c3ccccc23)cc1 | -0.9 | -4 | 6 | -5 | 4 | -5 | 4 | 7 | -5 | 6 | -6
O=C(Cc1cccs1)N1CCCC(c2nc3c(nnn3Cc3ccccc3Cl)c(=O)[nH]2)C1 (configuration not stated) | 1.1 | 26 | 5 | 0 | 3 | -1 | -2 | -4 | -5 | 9 | 4
CCN(CC)CCCn1c(SCC(=O)Nc2cccc(F)c2)nnc1-c1ccoc1C | -0.7 | 10 | 0 | 2 | 8 | -14 | -3 | -9 | -6 | -14 | 1

Assay outcomes: PubChem, several laboratories
